FadD28 FP inh: M. tuberculosis FadD28 bisubstrate binding inhibition; inhibition, % at 12.5 µM; AID 588549; FadD28 bisubstrate probe binding, fluorescence polarization; 360,000 tested, 0.22% active; in the data active = inhibition above about 8.5%, passing the limit was not always enough; inconclusive = no clear call, values can overlap the other calls
PrPC surface inh: inhibitors of human cell surface prion protein PrPC; inhibition, % at 13.8 µM; 370,000 tested, 0.43% active; TR-FRET read-out; in the data active = inhibition above about 24%; also: 0% = median of the test wells and 100% = reference compound wells
TcdB GH inh: inhibitors of Clostridioides difficile toxin B glycohydrolase; P18177; TcdB glycohydrolase enzymatic assay, plate reader; inhibition, % at 9.99 µM; 350,000 tested, 0.24% active; AID 652162; in the data active = inhibition above about 10%
CCHFV vOTU inh: CCHFV vOTU protease inhibition; Pep-AMC fluorescence; inhibition, % at 11.5 µM; 370,000 tested, 0.55% active; in the data active = inhibition above about 30%; also: 0% = vehicle wells with enzyme and 100% = no enzyme wells
Yp Topo-I inh: inhibitors of Yersinia pestis topoisomerase I. Y. pestis Topo-I cleavage product accumulation, plate reader. activity, % at 10 µM. 360,000 tested, 0.064% active; in the data active = activity above about 50%, passing the limit was not always enough; inconclusive = no clear call, values can overlap the other calls; also: inactives centre near 2
BoNT-F LC inh: blocks Botulinum neurotoxin F light chain protease; Multiplex microsphere protease cleavage assay, flow cytometry; inhibition, % at 10 µM; 360,000 tested, 0.22% active; in the data active = inhibition above about 35%, passing the limit was not always enough; inconclusive = no clear call, values can overlap the other calls; also: plate controls were buffer without enzyme for full effect and enzyme alone for no effect
PfHsp40 yeast: compounds rescuing yeast from Plasmodium falciparum HSP40 toxicity; S. cerevisiae expressing PfHsp40, growth rescue, ATP luminescence; growth rescue, % at 12.5 µM; 340,000 tested, 0.68% active; in the data active = growth rescue above about 28%, passing the limit was not always enough; inconclusive = no clear call, values can overlap the other calls;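 also: yeast W303a lacking pdr1 and pdr3 grown in galactose medium; growth measured after three days at 30 °C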
Anthrax LF prot: blocks Bacillus anthracis lethal factor protease. P15917. multiplex microsphere protease cleavage assay, LF. inhibition, % at 10 µM. 360,000 tested, 0.12% active. AID 588501; also: plate controls were buffer without enzyme for full effect and enzyme alone for no effect
BoNT A protease: blocks Botulinum neurotoxin A light chain protease; multiplex microsphere protease substrate cleavage, flow cytometry; inhibition, % at 10 µM; 360,000 tested, 0.17% active; AID 588499; also: plate controls were buffer without enzyme for full effect and enzyme alone for no effect
An asterisk follows results filed as active; ? = inconclusive; / = not tested or not shown. Rule as the data show it, unless noted: active = inhibition above about 30%; inconclusive = no clear call, values can overlap the other calls; inactive = below that.

SMILES	PfHsp40 yeast	BoNT-F LC inh	CCHFV vOTU inh	BoNT A protease	Anthrax LF prot	PrPC surface inh	TcdB GH inh	Yp Topo-I inh	FadD28 FP inh
COC(=O)c1ccccc1NC(=O)n1cc(C)cn1	-1.1	-6	-1	-0.1	1	11	/	5	-4.6
COc1ccc(-c2oc3ccccc3c(=O)c2OC(=O)c2ccc(C)cc2)cc1	-1.7	-12	12	0.4	0	-2	/	-4	-0.8
CCOCC(=O)Nc1cc(-c2cn3cccnc3n2)ccc1C	2.4	-6	/	?	-2	/	2.1	5	-2.2
COc1ccccc1CNC(=O)c1ccc(CS(=O)Cc2cccc(Cl)c2)o1 (stereo not given)	-0.8	4	0	0.2	-3	-4	-1.5	20	-4.4
CC(C)(C)CN1CCC(Oc2cccc(C(=O)N3CCNC(=O)C3(C)C)c2)CC1	0.0	6	-12	-0.4	2	0	0.4	-17	-2.9
Cc1ccccc1C(=O)N=c1ccn(-c2nc3ccccc3nc2NS(=O)(=O)c2ccccc2)cc1	-0.4	-8	-13	0.1	3	-1	-1.0	15	0.0
O=C(CN1CCN(c2ncccn2)CC1)N1CCCc2c1c(=O)oc1ccc(O)cc21	1.3	7	17	-0.4	1	-11	/	5	-1.1
S=C(Nc1ccc(Br)cc1)N1CCCC1	-0.9	-2	3	-0.7	0	6	/	-6	-1.7
O=c1[nH]c(O)c(/C=C2\C=NN=C2c2ccccc2)c(=O)[nH]1	0.1	-6	-2	-4.4	-2	10	-0.3	0	-2.8
Cc1cc(C)nc(N2CCCC(C(=O)NNC(=O)c3ccncc3)C2)n1 (stereo not given)	-1.2	7	-12	-0.2	-3	-1	0.5	10	-2.0
C=CCc1cccc2cc(C(=O)O)c(=O)oc12	-0.2	-15	-8	-1.7	?	-4	/	-7	-0.9
CCCc1ccc(C(C)NC(=S)NC2CCCCC2)cc1 (stereo not given)	159*	4	2	0.4	1	14	1.5	21	-0.7
CCN1C(=O)c2cccc3c(S(=O)(=O)N4CCC(C)CC4)ccc1c23	-0.8	-4	-37	-1.1	3	-15	0.1	26	-3.6
COc1ccc(/C=C/C(=O)OCC(=O)Nc2ccc3c(c2)OCO3)cc1	1.0	3	8	0.3	1	-3	2.5	-2	-3.1
COc1ccc(OC)c(/C=C/C(=O)OCC(=O)Nc2cccc(Oc3ccccc3)c2)c1	0.4	-2	5	0.5	1	1	0.0	4	-3.2
Cc1ccc(F)c(Cn2cnc3c(cnn3C(C)(C)C)c2=O)c1Cl	3.4	0	4	-0.4	-5	3	0.0	8	1.0
CC(C)(O)[C@@H]1CC(=O)[C@]2(C)[C@H](CC[C@@]3(C)[C@H](c4ccoc4)OC(=O)[C@H]4O[C@]432)[C@@]1(C)/C=C\C(=O)O	-0.9	4	5	-0.1	-1	7	-1.1	0	-4.7
COc1ccc(C2CC(=O)Oc3cc(O)cc(O)c32)cc1 (stereo not given)	-1.2	-8	-2	-0.2	-1	-4	-1.6	-5	-5.8
O=C(c1cn(-c2ccccc2)nc1-c1cccnc1)N1CCN(S(=O)(=O)c2ccc(Cl)cc2)CC1	0.4	-4	1	-0.4	0	-4	1.6	1	-3.7
CC(CC(=O)Nc1ccc(C(N)=O)cc1)c1ccccc1 (stereo not given)	-0.2	-8	2	-1.1	-3	-3	1.0	5	1.4
O=C(O)c1ccc(OCCOc2ccccc2)cc1	-1.9	3	-9	0.1	-6	7	-1.5	0	-0.6
COc1ccccc1OCCCC(=O)Nc1ccc2c(c1)OCCO2	0.1	5	-12	-0.6	0	7	0.4	-6	3.3
Fc1ccccc1CNCCC(Cc1ccccc1)c1ccc2c(c1)OCO2 (stereo not given)	1.2	-14	5	0.2	1	5	-0.4	11	-5.6
O=C1CCCC2=C1C(c1ccccc1)NC(=S)N2 (stereo not given)	-0.9	-3	24	0.1	-2	11	0.4	9	-0.7
Cc1ccc(N2C(=O)C3CCCN3C2=S)cc1Cl (stereo not given)	-0.7	4	9	0.1	0	6	0.7	0	-4.3
COc1ccc(NC(=O)C(NC(C)=O)C(=O)NCc2ccccc2Cl)cc1 (stereo not given)	0.6	-4	-1	-0.4	-3	0	/	3	0.7
COC(=O)c1cc(CNC(=O)c2ccccc2Cl)ccc1OC	47*	-5	-4	-0.1	0	-6	0.8	-3	-2.0
CCOc1ccc(C2CC(c3cccc(OC)c3)n3nc(N)nc3N2)cc1 (stereo not given)	0.6	-6	-7	-0.5	-7	-3	-0.5	14	1.3
COCc1c(C(=O)OCc2nnc(-c3ccc([N+](=O)[O-])cc3)o2)oc2ccccc12	-1.5	-4	14	-0.1	-9	-23	1.4	14	-4.4
CC(=O)C(Sc1nc(N2CCOCC2)nc(N2CCOCC2)n1)C(=O)Nc1ccccc1 (stereo not given)	0.5	12	11	1.5	-3	7	/	-15	-1.6
O=C(CN1CCN(C(=S)NC2CCCC2)CC1)Nc1ccc(Oc2ccccc2)cc1	-0.2	-3	9	-0.3	-3	-6	/	20	-2.0
CCOC(=O)N1CCN(C(=O)c2ccc(C#CC3(O)CCCCC3)cc2)CC1	0.4	-4	5	1.0	-3	0	0.4	-5	-3.4
CCC(NC(=O)CNC(=O)c1ccc2c(c1)OCO2)c1ccc(Br)cc1 (stereo not given)	0.3	-12	-8	-2.6	-3	4	2.3	22	-6.4
Cc1ccc(C(=O)NCC(=O)OCC(=O)Nc2ccccc2[N+](=O)[O-])cc1	-0.3	-2	0	-0.5	0	-13	0.5	0	-1.1
COc1ccc(S(=O)(=O)N2CC3CC(C2)c2cccc(=O)n2C3)cc1 (stereo not given)	-1.6	-4	-4	-0.8	-5	-1	0.9	11	-2.5
CNc1nccc(-c2ccc(F)cc2)c1C#N	1.6	-1	-75	-0.6	6	7	0.7	16	0.2
CC(=O)Nc1ccc(C(=O)NNC(=O)c2cccs2)cc1	-0.3	-1	-7	0.1	-1	4	1.6	0	-1.2
O=C(CN1C(=O)S/C(=C\c2ccccc2)C1=O)NCCCn1ccnc1	0.0	-3	9	-2.9	-4	-4	-0.5	-1	-3.6
Cc1ccc(CNC(=O)C2CCN(S(=O)(=O)c3cccs3)CC2)o1	-1.2	-7	-6	-0.7	-7	-5	/	18	-1.0
O=C(N/N=C/C=C/c1ccccc1)c1ccc(Br)cc1	1.5	-12	-7	-0.3	2	-3	/	5	-0.7
C#CCOCCOCCOCCNc1nc(N2CCN(C(=O)[C@H]([C@@H](C)CC)n3cc(CCCN=C(N)N)nn3)CC2)nc(N2CCN(C(=O)[C@H](Cc3ccc(O)cc3)n3cc(CCO)nn3)CC2)n1	1.5	-10	0	-1.0	3	6	0.7	3	-2.4
CCOC(=O)c1c(C)[nH]c(C(=O)COC(=O)c2cccnc2Cl)c1C	0.7	-3	11	0.5	2	6	2.6	6	-1.3
COc1ccc(NC(=O)C(CCCCNC(=O)OC(C)(C)C)NC(=O)OCc2ccccc2)cc1 (stereo not given)	-1.5	-6	-7	-0.1	1	6	/	9	-3.0
CC1CCc2nc(NC(=O)CN3CCN(c4ccccc4)CC3)sc2C1 (stereo not given)	0.6	/	-11	/	/	0	/	5	-0.7
CC1(C)CCc2cc(S(=O)(=O)N3CCN(S(=O)(=O)c4c(F)cccc4F)CC3)ccc2O1	0.0	-7	8	0.1	4	-3	0.6	7	-0.9
CCC(=O)N1CCc2cc(S(=O)(=O)CCC(=O)Nc3ccc(OC)c(OC)c3)ccc21	0.4	-2	7	-0.2	-2	-1	1.3	2	-5.1
OCCC1CN(Cc2cccc3nccnc23)CCN1C1CCCC1 (stereo not given)	-1.5	-5	-23	-0.2	1	-5	-4.6	-2	-4.4
COc1ccc(OC)c(S(=O)(=O)N2CCN(Cc3ccccc3)CC2)c1	-0.8	?	-3	?	9	2	2.8	9	-2.7
Cc1cccc(-n2c(-c3ccccc3)c[nH]c2=S)c1C	0.1	-12	9	-4.8	-8	2	5.0	4	-0.2
CCOC(=O)c1cc(CC)sc1NC(=O)C(c1ccccc1)c1ccccc1	-1.5	-48	6	4.3	-16	6	/	14	0.0
Cc1ccc(NC(=O)C(C)OC(=O)/C=C/c2ccccc2)cc1S(=O)(=O)N1CCOCC1 (stereo not given)	1.6	6	-7	-2.1	6	5	1.9	19	-3.9
COc1cc(NC(=O)c2ccccc2[N+](=O)[O-])c(C(=O)O)cc1OC	-0.2	-2	-3	-0.2	-9	3	0.5	-10	-1.8
CC(=O)NC1(C(F)(F)F)C(=O)Nc2c1c(=O)[nH]c(=O)n2Cc1ccco1 (stereo not given)	-0.1	-3	2	0.5	4	5	/	0	-0.7
OCC(O)C(O)C(O)C(O)c1nc2ccccc2[nH]1 (stereo not given)	0.1	25	-3	3.1	2	-8	-0.7	8	-4.8
Cc1ccc(-n2c(SCc3nc4ccccc4c(=O)[nH]3)nnc2-c2ccccc2O)cc1	0.8	-2	-8	0.2	-1	4	1.1	7	-1.8
O=C(N/N=C/c1ccccn1)c1ccc(Cl)c(Cl)c1	-0.5	-5	25	0.0	7	6	0.5	20	-0.9
Cc1cc2nc(-c3ccc(Cl)cc3)c(Cc3cccc(Cl)c3)n2c(C)c1Br	/	-4	2	1.8	-2	13	2.0	/	/
CC(O)(c1ccc(F)c(F)c1)c1nc(-c2cccc(F)c2)cs1 (stereo not given)	/	-2	0	-0.4	-3	-2	1.1	-9	-4.4
CC(NC(=O)c1ccc2c(c1)OCO2)C1CCCO1 (stereo not given)	0.4	1	-11	0.1	0	5	1.6	0	-0.2
O=C(c1ccccc1)N1CCN(C(=O)c2ccc([N+](=O)[O-])cc2)CC1	-1.0	-2	-4	0.0	-2	-20	/	-7	3.2

Part of the list above in order of number of heavy atoms, low to high:
SMILES	PfHsp40 yeast	BoNT-F LC inh	CCHFV vOTU inh	BoNT A protease	Anthrax LF prot	PrPC surface inh	TcdB GH inh	Yp Topo-I inh	FadD28 FP inh
OCC(O)C(O)C(O)C(O)c1nc2ccccc2[nH]1 (stereo not given)	0.1	25	-3	3.1	2	-8	-0.7	8	-4.8
CCOC(=O)c1c(C)[nH]c(C(=O)COC(=O)c2cccnc2Cl)c1C	0.7	-3	11	0.5	2	6	2.6	6	-1.3
Cc1ccc(NC(=O)C(C)OC(=O)/C=C/c2ccccc2)cc1S(=O)(=O)N1CCOCC1 (stereo not given)	1.6	6	-7	-2.1	6	5	1.9	19	-3.9

Compound activity: PubChem BioAssay, several laboratories
